# Coupling enz = qHTS Assay for Inhibitors of Fructose-1,6-bisphosphate Aldolase from Giardia Lamblia: Coupling assay counterscreen | coupling enzyme system counterscreen, AmpLite Red fluorescence | activity change, negative = inhibition, % at 58.2 µM, hits read low | hit rate 0.67% among 290,000; in the data active = activity change below about -30%; also: % is scaled to controls: 0 for no effect and ±100 for the full control effect
#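 Coupling enzymes only (glyceraldehyde-3-phosphate) + compound, at 57.5 uM final, 10 min RT; add substrate/coupling/AmpLite Red mix, 20 min RT; fluorescence ex 525/em 598 nm. Actives flag coupling-system interference.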
# B2AR arrestin = qHTS assay of beta-arrestin-biased ligands of beta2-adrenergic receptor; beta-arrestin recruitment to beta2AR, cell-based reporter; Potency, µM (highest dose often 46.1 µM), inactives show at the top dose activation, actives largely listed as activators; hit rate 0.02% among 330,000; AID 492947, 2010;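 also: potency is read from the fitted curve at half-maximal effect; 0% = DMSO controls and full agonism = EC100 isoproterenol or metaproterenol; nearly all actives have a fitted effect of over 65% in size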
# Tb PFK inh = qHTS Assay to Find Inhibitors of T. brucei phosphofructokinase | ATP-dependent 6-phosphofructokinase (Trypanosoma brucei brucei), O15648 | T. brucei PFK, ADP-Glo luminescence | Potency, µM (top dose mostly 57.5 µM), without a hit: top-dose activity, negative = inhibition, actives largely listed as inhibitors | hit rate 0.17% among 330,000 | AID 485367, 2010;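 also: potency is read from the fitted curve at half-maximal effect; 0% = uninhibited 1x PFK enzyme wells and -100% = no-enzyme wells; nearly all actives have a fitted effect of over 60% in size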
# Target sequence (O15648 whole entry, looked up): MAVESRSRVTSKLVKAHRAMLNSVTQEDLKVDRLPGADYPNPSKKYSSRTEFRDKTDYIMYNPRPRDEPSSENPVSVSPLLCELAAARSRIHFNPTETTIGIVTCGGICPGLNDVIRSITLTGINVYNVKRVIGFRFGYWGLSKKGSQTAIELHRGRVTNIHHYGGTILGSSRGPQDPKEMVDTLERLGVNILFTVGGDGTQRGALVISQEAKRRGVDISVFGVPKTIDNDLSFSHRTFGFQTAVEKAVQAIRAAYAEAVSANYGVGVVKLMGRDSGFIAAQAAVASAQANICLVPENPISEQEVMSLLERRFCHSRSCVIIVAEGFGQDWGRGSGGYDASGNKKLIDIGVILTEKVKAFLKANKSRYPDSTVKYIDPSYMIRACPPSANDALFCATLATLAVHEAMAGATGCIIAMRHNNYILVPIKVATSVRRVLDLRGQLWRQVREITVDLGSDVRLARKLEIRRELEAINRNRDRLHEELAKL
#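 In TEA buffer at pH 8.0 with 5 mM MgCl2, enzyme (1.25 nM) converted F6P (0.5 mM) and ATP (0.1 mM) for 45 min at room temperature. ADP product was read by luciferase luminescence.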
# TSG101-PTAP inh = qHTS Assay for Iinhibitors of HIV-1 Budding by Blocking the Interaction of PTAP/TSG101 | Potency, µM (series often up to 115 µM), inactives show at the top dose activity change, negative = inhibition, hits mostly inhibitors | Tumor susceptibility gene 101 protein (Homo sapiens), Q99816 | Fluorescence polarization, FITC-PTAP peptide / Tsg101 binding | 340,000 tested, under 10 active | AID 493005, 2010; active = well fitted inhibition curve with a large enough effect in the main read-out, with a control signal flat, not every such curve was filed as active; inconclusive = small, poorly fitted or top-dose-only effect, or effect the other way, or a change in a side signal; inactive = no such curve, though single readings can be large or run the other way; also: potency is read from the fitted curve at half-maximal effect; % of control where 0% means no effect
#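 Fluorescence anisotropy tracks displacement of a FITC-tagged PTAP peptide (50 nM) from the Tsg101 binding domain (10 uM), following a 20 min room-temperature incubation at pH 7.5.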
# PKM2 activator = qHTS Assay for Activators of Human Muscle isoform 2 Pyruvate Kinase. Pyruvate kinase PKM (Homo sapiens), P14618. purified PKM2, Kinase-Glo ATP luminescence, activation; response scale: 0% is enzyme alone, no compound. Potency, µM (series often up to 57.5 µM), inactives show at the top dose activation, usual class: activators. hit rate 0.34% among 260,000; also: potency is read from the fitted curve at half-maximal effect; % is scaled to controls: 0 for no effect and ±100 for the full control effect; nearly all actives have a fitted effect of over 55% in size
#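 hPK-M2, >95% pure; 0.1 mM ADP / 0.5 mM PEP final; imidazole pH7.2 buffer w/ 7 mM MgCl2, 50 mM KCl; 1 h RT; Kinase-Glo lum. Intermediate enzyme activity for dual inhibitor/activator qHTS.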
# Giardia kill = Small Molecules that selectively kill Giardia lamblia: qHTS; Giardia lamblia trophozoite viability; hit rate 0.15% among 340,000; AID 540267, 2011; activity change, % at 7.66 µM, hits read low; in the data active = activity change below about -80%; inconclusive = between about -30% and that limit;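 also: parasites exposed to compound for two days anaerobically before the ATP read; % is scaled to controls: 0 for no effect and ±100 for the full control effect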
#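 Trophozoites 100 cells/well + cpd; 48 hrs, 37 deg C, anaerobic. ATPLite 1-Step added, 15-30 min RT, luminescence read (ATP-based viability).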
# Menin MLL FP TR = qHTS Assay for Inhibitors Targeting the Menin-MLL Interaction in MLL Related Leukemias: Competition With Texas Red Labeled MLL-derived Mutant Peptide; Menin + Texas Red MLL mutant peptide, fluorescence polarization; Potency, µM (top dose mostly 61.6 µM), for the others: top-dose FP activity change, negative = inhibition, hits mostly inhibitors; hit rate 0.23% among 270,000; active = well fitted inhibition curve with a large enough effect in the polarisation, with a control signal flat, not every such curve was filed as active; inconclusive = small, poorly fitted or top-dose-only effect, or effect the other way, or a change in a side signal; inactive = no such curve, though single readings can be large or run the other way; the % refers to the polarisation; also: potency is read from the fitted curve at half-maximal effect; % of control where 0% means no effect; many of its hits are not listed in these tables
# ASM inhibitor = Inhibitors of Secretory Acid Sphingomyelinase (S-ASM): qHTS. Sphingomyelin phosphodiesterase (Homo sapiens), P17405. placental ASM, HMU-PC fluorogenic substrate, 60 min. Potency, µM (doses to about 57.5 µM), for inactives: top-dose activity change, negative = inhibition, most hits filed as inhibitors. hit rate 0.006% among 340,000; also: potency is read from the fitted curve at half-maximal effect
# Target sequence (P17405 47-631 limits assumed): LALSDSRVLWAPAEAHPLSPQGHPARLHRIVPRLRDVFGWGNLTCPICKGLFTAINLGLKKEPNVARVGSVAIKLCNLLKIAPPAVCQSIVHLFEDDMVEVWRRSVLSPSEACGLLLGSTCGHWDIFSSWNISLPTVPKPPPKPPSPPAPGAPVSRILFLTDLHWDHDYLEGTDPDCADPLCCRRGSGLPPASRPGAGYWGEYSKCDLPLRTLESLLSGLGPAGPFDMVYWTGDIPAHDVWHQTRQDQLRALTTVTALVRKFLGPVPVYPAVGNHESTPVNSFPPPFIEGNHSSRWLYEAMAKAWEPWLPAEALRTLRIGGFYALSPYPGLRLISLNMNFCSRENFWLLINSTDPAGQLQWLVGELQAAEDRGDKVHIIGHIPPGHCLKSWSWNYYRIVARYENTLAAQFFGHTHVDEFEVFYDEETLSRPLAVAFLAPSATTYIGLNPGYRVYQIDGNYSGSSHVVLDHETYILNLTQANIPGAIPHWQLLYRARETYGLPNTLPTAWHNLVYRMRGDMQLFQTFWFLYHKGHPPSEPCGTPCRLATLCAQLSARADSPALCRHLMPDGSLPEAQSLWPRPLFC
#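 Human placenta-derived ASM enzyme was preincubated with compound for 10 minutes at room temperature, then given fluorogenic substrate HMU-PC0 (9 uM final) for 60 minutes at 37 °C; a pH 10 stop preceded fluorescence reading at Ex 386/Em 447 nm.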
# GALK inhibitor = qHTS Assay for Inhibitors of Human Galactokinase (GALK). hit rate 0.007% among 270,000. Purified GALK, Kinase-Glo residual ATP luminescence. P51570. AID 1868, 2009. Potency, µM (highest dose often 57.5 µM), without a hit: top-dose activity change, negative = inhibition, usual class: inhibitors; also: potency is read from the fitted curve at half-maximal effect; % is scaled to controls: 0 for no effect and ±100 for the full control effect
#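 GALK at 5 nM final was combined with compound, 35 uM ATP and 100 uM galactose in HEPES pH8.0 with MgCl2 and DTT. The reaction ran one hour at room temperature before luminescent ATP detection.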
# BCR signal inh = qHTS Assay to Find Inhibitors of Chronic Active B-Cell Receptor Signaling. Potency, µM (series often up to 46.1 µM), without a hit: at the top dose ratio change, negative = lower green/red ratio, usual class: inhibitors. AID 493014, 2011. hit rate 0.05% among 340,000. ABC-DLBCL IkBa-CBG/CBR reporter, luminescence ratio, 4 h; active = well fitted inhibition curve with a large enough effect in the signal ratio, with a control signal flat, not every such curve was filed as active; inconclusive = small, poorly fitted or top-dose-only effect, or effect the other way, or a change in a side signal; the % refers to the signal ratio;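 also: potency is read from the fitted curve at half-maximal effect; plate controls were basal doxycycline-induced cells for no effect and cells given 10 µM MG132 for full effect; MG132 reads +100%, hits lower the ratio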
#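 Doxycycline induced both beetle luciferases in TMD8 lymphoma cells; IKK-driven degradation limits the IkappaBalpha-fused green signal, while red luminescence normalises for cell number and nonspecific effects. Compounds tested up to 46 uM, 4 hrs.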
# Integrin act MD = qHTS for Activators of Integrin-Mediated Alleviation for Muscular Dystrophy | alpha7betagal myoblasts, beta-gal FDG fluorescence, 48 h | Potency, µM (doses to about 38.3 µM), inactives show top-dose activation, most hits filed as activators | hit rate 0.064% among 350,000;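 also: potency is read from the fitted curve at half-maximal effect; 100% = response of the positive control SU9516; nearly all actives have a fitted effect of over 60% in size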
#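 Alpha7betagal+/- myoblasts (passage 13) were plated 16-24 hr, then exposed to compounds (1:260 dilution of DMSO stock) for 48 hours at 37C. After MPER lysis, β-galactosidase reporter activity was read as FDG fluorescence (ex 480/em 540) after 30 minutes.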
# * hit, by the source's call; ? = inconclusive; / = not tested or not shown; [ ] = dose if it differs, or a comment. Unless noted, calls follow the shape of the dose curve; as a rule, active = well fitted curve in the direction sought with a large enough effect; inconclusive = small, poorly fitted or top-dose-only effect, or another doubt; inactive = no such curve, though single readings can be large; an effect the other way counts as inactive or inconclusive. Only part of the results is shown; count on the stated rates, not on these rows.
SMILES,Coupling enz,B2AR arrestin,Tb PFK inh,TSG101-PTAP inh,PKM2 activator,Giardia kill,Menin MLL FP TR,ASM inhibitor,GALK inhibitor,BCR signal inh,Integrin act MD
O=C(CS(=O)(=O)c1ccc(Cl)c(Cl)c1)Nc1ccccc1Cl,0,0.4%,0%,0%,8%,1,3%,-9%,-2%,?,-4%
CCC(C)NC(=O)C1CCCN(C(=O)Nc2ccc(F)cc2)C1 (stereo not given),0,0.0%,3%,-4%,3%,6,-7%,3%,1%,1%,8%[7.66 µM]
COc1ccc(S(=O)(=O)Nc2ccccc2C(N)=O)cc1OC,1,0.1%,-1%,-9%,-10%,10,16%,-3%,7%,-12%,5%
N#Cc1ccccc1S(=O)(=O)N1CCN(CC(=O)Nc2ccnn2C2CCCC2)CC1,/,0.0%,0%,1%,/,3,/,0%,/,10%,-17%
CCN(CC)c1ccc(N=Cc2ccc(N(CC)CC)cc2O)cc1,-13,0.2%,2%,?,-3%,-7,?,-2%,-3%,3%,-10%
CCOc1ccc(CN2CCN(Cc3ccc(C)o3)CC2CCO)cc1 (stereo not given),0,0.0%,6%,-4%,-1%,3,?,6%,0%,2%,?
COc1ccc(C(=O)OCC(=O)c2ccc(F)cc2)cc1OC,/,0.1%,1%,-2%,/,22,/,-1%,/,?,-4%
Cc1c(C(=O)N2CCC[C@H]2C(N)=O)oc2c(F)cccc12,4,-0.5%,-3%,0%,1%,15,-24%,2%,0%,6%,-14%
CC(C(=O)NCC1CCCCC1)N(C)Cc1ccc(Br)cc1 (stereo not given),1,-0.1%,1%,0%,1%,-3,-8%,-3%,14%,-2%,-6%
c1ccc2sc(NC3=NCN(Cc4ccc5c(c4)OCO5)CN3)nc2c1,-3,-0.2%,0%,-3%,0%,11,16%,-3%,1%,0%,27%[7.66 µM]
COc1cc(SC)ccc1C(=O)NCC1CCCCC1,0,-0.9%,1%,0%,4%,2,-13%,8%,13%,14%,2%
CCOc1ccc(S(=O)(=O)NCc2ccc(OC)cc2)c2cccnc12,-1,-0.4%,-2%,-10%,-3%,0,-1%,6%,/,-3%,9%
Cc1ccc(NC(=O)CC2COc3ccccc3O2)cc1 (stereo not given),1,0.6%,0%,-1%,-8%,-29,-12%,11%,-3%,?,?
CS(=O)(=O)Nc1ccc(C(=O)Nc2ccccc2Sc2ccccc2)cc1,3,-0.5%,-1%,0%,-7%,-12,2%,-4%,0%,1%,-5%
CC(C)NC(=O)c1ccccc1NC(=O)Cc1ccc(Cl)cc1,-2,-0.2%,0%,-2%,2%,8,19%,-2%,/,-3%,10%
O=C(c1csc2ccccc12)n1cccn1,-1,-0.1%,-4%,0%,3%,-1,-4%,4%,1%,-16%,-8%
C[C@@H](CN=[N+]=[N-])CN1CC[C@H](O)CCC1=O,1,-0.5%,-3%,0%,0%,20,0%,6%,/,-2%,5%
N#Cc1c(N)nc2c(c1-c1ccc3c(c1)OCO3)CCCCCC2,4,0.0%,1%,-3%,-1%,-7,-21%,-1%,2%,?,-29%
CC(C)(Oc1ccc(Cl)cc1)C(=O)NCC(c1ccco1)N1CCCCC1 (stereo not given),/,0.4%,-2%,-5%,/,-7,/,5%,/,0%,-25%
C1=C2C[N+]3(CCCC3)CC2Cc2ccc3ccccc3c21 (stereo not given),-1,-0.4%,-12%,-3%,1%,0,1%,-2%,-1%,?,-13%
O=C(O/N=C1\CCS(=O)(=O)c2sccc21)c1c(F)cccc1F,0,-0.7%,-6%,0%,-2%,2,9%,4%,1%,2%,-3%
O=C(Cn1c(=O)sc2ccccc21)Nc1ccc2c(c1)OCCO2,-1,0.3%,-1%,-5%,1%,-13,1%,-1%,0%,-7%,4%
CCn1nc(C)c(C2C(C#N)=C(N)OC3=C2C(=O)CCC3)c1C (stereo not given),1,0.3%,-1%,0%,7%,-8,-3%,-3%,1%,-1%,29%
CC1CN(CCCCOc2cccc(Oc3ccccc3)c2)CC(C)O1 (stereo not given),2,-1.2%,-2%,-1%,-4%,-8,?,-1%,1%,-10%,-35%
N#Cc1ccccc1NC(=O)CSc1nnc(-c2ccccc2O)n1-c1ccccc1,1,0.3%,3%,-2%,1%,16,10%,-3%,-2%,9%,-1%

# For reference, part of the list above:
SMILES,Coupling enz,B2AR arrestin,Tb PFK inh,TSG101-PTAP inh,PKM2 activator,Giardia kill,Menin MLL FP TR,ASM inhibitor,GALK inhibitor,BCR signal inh,Integrin act MD
O=C(Cn1c(=O)sc2ccccc21)Nc1ccc2c(c1)OCCO2,-1,0.3%,-1%,-5%,1%,-13,1%,-1%,0%,-7%,4%
CCn1nc(C)c(C2C(C#N)=C(N)OC3=C2C(=O)CCC3)c1C (stereo not given),1,0.3%,-1%,0%,7%,-8,-3%,-3%,1%,-1%,29%
CC1CN(CCCCOc2cccc(Oc3ccccc3)c2)CC(C)O1 (stereo not given),2,-1.2%,-2%,-1%,-4%,-8,?,-1%,1%,-10%,-35%
N#Cc1ccccc1NC(=O)CSc1nnc(-c2ccccc2O)n1-c1ccccc1,1,0.3%,3%,-2%,1%,16,10%,-3%,-2%,9%,-1%

# Next structures.
SMILES,Coupling enz,B2AR arrestin,Tb PFK inh,TSG101-PTAP inh,PKM2 activator,Giardia kill,Menin MLL FP TR,ASM inhibitor,GALK inhibitor,BCR signal inh,Integrin act MD
CSc1nc2sc3c(c2c2nncn12)CCC3,4,-0.3%,-1%,-2%,14%,17,-13%,-5%,/,-1%,-15%
CCc1ccc2c(c1)cc(CN(C(=S)Nc1ccc(Cl)cc1)C1CC1)c1nnnn12,2,-0.4%,-1%,-16%,1%,3,?,-4%,0%,11%,-17%
O=C(O)c1cc(-n2nnnc2SCc2ccccc2F)ccc1Cl,13,-0.3%,9%,-10%,3%,23,12%,3%,0%,0%,19%
CCN(CC(=O)NC1CCS(=O)(=O)C1)c1nc(-c2cccnc2)nc2ccccc12 (stereo not given),1,0.8%,0%,2%,1%,-9,3%,1%,0%,0%,7%
CCS(=O)(=O)c1ccc2c(c1)N(S(=O)(=O)c1ccc(Cl)cc1)CC(C(=O)O)O2 (stereo not given),6,-0.2%,-8%,-5%,14%,-2,2%,1%,0%,5%,15%
CCCN1C(=O)C(=O)c2cc(C)ccc21,/,-1.3%,7%,-2%,/,7,/,5%,/,-1%,-28%
NC(=O)Cc1ccc(Nc2nnc(-c3ccccc3)c3ccccc23)cc1,0,0.3%,-9%,0%,0%,-3,-7%,3%,-2%,?,-19%
CC(C)(C)NC(=O)N1c2ccccc2Sc2ccccc21,11,-0.6%,-8%,-9%,/,21,-9%,-5%,/,2%,7%
C/C(Cl)=C\Cn1c(Nc2ccc(C)cc2)nc2c1c(=O)n(C)c(=O)n2C,2,0.1%,-11%,-7%,12%,34[activator],-26%,-8%,-2%,22%,14%
COc1ccc(NC(=O)CN(C)C(=O)c2oc3ccccc3c2C)cc1,-4,0.1%,1%,0%,-33%,18,2%,1%,0%,2%,-8%
Cc1cccc(N2CCN(C(=O)c3ccc(NS(=O)(=O)c4ccc5[nH]c(=O)[nH]c5c4)cc3)CC2)c1C,-3,-0.8%,-6%,-6%,?,-15,46%[activator],0%,4%,1%,-13%
COc1ccc(CN(C)S(=O)(=O)c2nnc(NC(=O)c3ccccc3)s2)cc1OC,-5,0.0%,3%,1%,/,-28,11%,2%,-9%,12%,-8%
COc1ccc(-c2ccc(NS(=O)(=O)c3cc([N+](=O)[O-])ccc3C)cc2)nn1,/,-1.1%,3%,-2%,/,-28,/,-7%,1%,27%,-19%
